Bioassay records from PubChem BioAssay.
GAA glycogen mod: inhibitors or activators of human alpha-glucosidase glycogen cleavage | P10253 | recombinant GAA, glycogen substrate, Amplex Red glucose oxidase fluorescence | Potency, µM (titrated, usually from 76.4 µM), for the others: top-dose activity change, negative = inhibition, actives largely listed as inhibitors | actives 0.38% (n = 300,000);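 note: 0% = full enzyme reaction and -100% = no-enzyme basal signal; the screen sought inhibitors and activators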
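Natural-substrate format: glycogen cleavage by 4 nM human enzyme, glucose read by Amplex Red coupling (Ex 573, Em 610 nm). Normalized to enzyme and no-enzyme controls.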
Tau fluor counter: counter-screen for tau fibril formation inhibitors. tau K18 P301L Alexa594 fluorescence, heparin fibrillization. Potency, µM (titrated, usually from 57.7 µM), without a hit: top-dose activity change, negative = decrease. actives 0.93% (n = 280,000). AID 1463; note: % is set by controls: 0 for no effect and ±100 for the full control effect; nearly all actives have a fitted effect of over 55% in size
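Human K18 P301L tau (15 uM unlabeled plus 0.24 uM Alexa 594-labeled, final) in 100 mM sodium acetate pH 7 was mixed with compound and 20 uM heparin and incubated 6 hr at 37 C.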
HTT ATP protect: protects HTT-Q103 PC12 cells, measured by ATP; PC12 HTT-Q103 induced, cytoprotection, ATP luminescence, 40 h; Potency, µM (series often up to 56.4 µM), for the others: cytoprotection (ATP increase), usual class: activators; actives 0.14% (n = 230,000);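 note: % of control where 0% means no effect; nearly all actives have a fitted effect of over 45% in size; toxic huntingtin expression switched on by the ecdysone agonist tebufenozide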
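Huntington model: PC12 line, ecdysone-inducible HTTQ103 exon1–GFP, tebufenozide 100 nM. Test articles in a dose series. Endpoint luminescence from cellular ATP.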
Tau fibril ThT: inhibitors of human tau fibril formation, thioflavin T binding; P10636; recombinant tau K18 P301L (four-repeat tau fragment), heparin-induced fibrillization, ThT fluorescence; Potency, µM (series often up to 57.4 µM), without a hit: top-dose activity, negative = inhibition, usual class: inhibitors; actives 2.1% (n = 270,000); note: % is set by controls: 0 for no effect and ±100 for the full control effect; nearly all actives have a fitted effect of over 55% in size
Target sequence (P10636 561-689 P618L limits assumed): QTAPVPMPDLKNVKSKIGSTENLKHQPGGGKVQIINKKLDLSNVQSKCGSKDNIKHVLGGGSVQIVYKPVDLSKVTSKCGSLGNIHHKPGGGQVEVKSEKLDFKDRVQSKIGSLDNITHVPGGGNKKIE
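Heparin-induced (20 uM) aggregation of recombinant human K18 P301L tau, 15 uM unlabeled with 0.24 uM labeled, pH 7 acetate buffer, 6 hr at 37 C with compound. Fibrils quantified by 30 uM ThT fluorescence after 1 hr ambient incubation.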
aGlu spleen mod: inhibitors or activators of human alpha-glucosidase in spleen homogenate. AID 2112. Potency, µM (highest dose often 79.9 µM), for the others: at the highest dose activity change, negative = inhibition, usual class: inhibitors. actives 0.006% (n = 240,000). P10253. human spleen homogenate, 4-MU-alpha-glucoside fluorescence;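 note: 0% = enzyme with vehicle and -100% = no enzyme basal signal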
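Compounds were titrated against alpha-glucosidase in spleen homogenate at pH 5.0, with 1 mM 4-methylumbelliferyl substrate for 40 min at 37 C. Reactions were quenched with pH 10 NaOH/glycine and fluorescence measured.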
Tau FP inhib: inhibitors of human tau fibril formation. actives 0.39% (n = 280,000). P10636. K18 P301L tau heparin fibrillization, Alexa594 FP, 6 h. Potency, µM (top dose mostly 57.7 µM), for the others: top-dose activity, negative = inhibition, most hits filed as inhibitors. AID 1468; note: % is set by controls: 0 for no effect and ±100 for the full control effect; nearly all actives have a fitted effect of over 55% in size
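Recombinant K18 P301L […], labeled with Alexa 594 at 0.24 uM over 15 uM unlabeled; heparin inducer 20 uM final; 37 C, 6 hr; FP endpoint.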
GLA spleen mod: inhibits or activates alpha-galactosidase in human spleen homogenate; human spleen homogenate, 4MU-alpha-Gal fluorescence, 40 min; actives 0.008% (n = 240,000); AID 2107; Potency, µM (doses to about 80 µM), inactives show at the top dose activity change, negative = inhibition, hits mostly inhibitors; P06280;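 note: 0% = enzyme with vehicle and -100% = no enzyme basal signal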
Target sequence (P06280 32-429 limits assumed): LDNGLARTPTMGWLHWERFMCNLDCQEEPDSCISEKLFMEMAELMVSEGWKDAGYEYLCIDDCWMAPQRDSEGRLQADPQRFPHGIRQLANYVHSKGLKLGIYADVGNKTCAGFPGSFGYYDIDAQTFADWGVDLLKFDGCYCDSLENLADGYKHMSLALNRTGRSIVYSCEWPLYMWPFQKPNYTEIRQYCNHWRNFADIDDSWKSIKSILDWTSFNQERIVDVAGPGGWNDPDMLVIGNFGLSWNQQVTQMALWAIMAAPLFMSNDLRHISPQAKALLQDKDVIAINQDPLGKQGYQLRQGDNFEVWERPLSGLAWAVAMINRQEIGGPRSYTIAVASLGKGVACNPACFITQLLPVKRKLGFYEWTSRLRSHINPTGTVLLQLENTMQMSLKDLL
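Fluorogenic readout (Ex 365/Em 440 nm) of 4-methylumbelliferone released from 1 mM 4-MU-alpha-galactoside by spleen homogenate, 40 min at 37C, pH 5.0. Data normalized to no-enzyme and enzyme controls; Hill-equation AC50 from compound titrations.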
GAA inh: alpha-glucosidase (human) inhibition; actives 0.005% (n = 200,000); purified human GAA, 4-MU-alpha-glucoside fluorescence; AID 1466; Potency, µM (titrated, usually from 76.9 µM), without a hit: at the highest dose activity change, negative = inhibition, usual class: inhibitors; P10253;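 note: plate controls were uninhibited enzyme wells for no effect and no-enzyme background for full effect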
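Human enzyme at 4 nM with 400 uM 4-methylumbelliferyl-alpha-D-pyranoside, citrate/phosphate buffer pH 5.0, 0.005% Tween-20, 20 min at room temperature. Compounds up to 77 uM. 4-MU fluorescence (Ex 365/Em 440) read after NaOH/glycine stop; AC50 from Hill fit.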
* marks the source's active call; other numbers are inactive results; ? = inconclusive; nt = not tested or not shown; [ ] = another dose, or the depositor's remark. Calls come from the whole dose curve; as a rule, active = well fitted curve in the direction sought with a large enough effect; inconclusive = small, poorly fitted or top-dose-only effect, or another doubt; inactive = no such curve, though single readings can be large; an effect the other way counts as inactive or inconclusive. Potency is the fitted concentration of half-maximal effect. The order is random; overall some 3.3% were active at least once.

SMILES	GAA glycogen mod	Tau fluor counter	HTT ATP protect	Tau fibril ThT	aGlu spleen mod	Tau FP inhib	GLA spleen mod	GAA inh
O=C(CSc1nc(-c2ccc(F)cc2)cc(C(F)(F)F)n1)NCCN1CCOCC1	-8%	-1%	-11%[1.9 µM]	-7%	0%	4%	7%	-5%
CC(=O)OCC1C2CC[C@H]3C(OCc4ccc(F)cc4C(F)(F)F)OC[C@]4(C)[C@H]3C2=C(CN4C(=O)OC(C)(C)C)[C@H](C)C1COC(C)=O (some centres not stated)	nt	-4%	-37%[inhibitor]	-2%	-14%	-11%	-1%	nt
Cc1ccccc1-c1nc(NC(=O)CSc2ncnc3sc4c(c23)CCCC4)ns1	-5%[76.3 µM]	-6%	nt	-9%	nt	-3%	nt	nt
Cn1c(SCC(=O)c2ccc3c(c2)OCO3)nnc1-c1ccccn1	-11%	0%	-13%	-12%	-5%	5%	2%	-2%
COc1cc(/C=C2\SC(=S)N(CC(=O)NC3=NCCS3)C2=O)cc(OC)c1OC	3%	-12%	-29%	-10%	4%	-14%	-6%	-11%
Cc1ccc(NC(=O)NCc2c(-n3cccc3)sc3c2CCCC3)c(Cl)c1	-7%[76.3 µM]	-16%	nt	-13%	nt	-4%	nt	nt
CN(Cc1cccc2ccccc12)C(=O)c1cc(COc2c(F)cccc2F)on1	-10%	-20%	6%[10 µM]	-6%	11%	-12%	5%	nt
COc1ccc(S(=O)(=O)c2nnn(-c3ccc(C(C)C)cc3)c2C)cc1	9%[76.3 µM]	?	nt	-16%	nt	-2%	nt	nt
O=C(Nc1ccc(Cc2ccncc2)cc1)C1CCC(N2C(=O)C3CCCCC3C2=O)CC1 (configuration not stated)	-9%	-14%	nt	-17%	2%	-3%	3%	6%
O=C(Nc1ccc(S(=O)(=O)NC2=NCCCCC2)cc1)C1COc2ccccc2O1 (configuration not stated)	-9%	2%	-11%[10 µM]	-3%	0%	8%	1%	nt
O=C(CSc1nnc2c(Cl)cc(Cl)cn12)NC1CCS(=O)(=O)C1 (configuration not stated)	5%	3%	11%	-3%	9%	2%	6%	?
Cc1cc(N2C(=O)CC(N3CCN(c4ccc(C(=O)c5cccs5)cc4)CC3)C2=O)no1 (configuration not stated)	2%	-18%	-22%[0.074 µM]	?	-9%	6%	-1%	2%
COC(=O)CC1Oc2ccc(C)cc2-n2cc(-c3ccc(F)cc3)nc21 (configuration not stated)	5%[76.3 µM]	-27%	nt	-14%	nt	-8%	nt	nt
CNC(=S)Nc1cccc2[nH]ncc12	-6%	-10%	11%[10 µM]	-11%	-13%	3%	8%	9%
CC1(C)Cc2c(sc3c4nnnn4c4nnnn4c23)CO1	6%	3%	-19%	-4%	-2%	1%	6%	2%
COc1ccc(-n2nc(C(=O)NCCc3cccc(C)c3)c3c4ccccc4n(C)c3c2=O)cc1Cl	17%[76.3 µM]	-12%	nt	2%	nt	-13%	nt	nt
CCn1c(=O)c(=O)n(CC)c2cc(S(=O)(=O)N3CCc4ccccc43)ccc21	11%	-8%	-15%	-5%	1%	-2%	3%	3%
O=C(c1ccc(S(=O)(=O)N2CCOCC2)cc1)N(Cc1ccco1)Cc1cccs1	2%	-11%	-9%	-10%	-2%	-1%	4%	?
Cc1ccc(NC(=O)c2c(C(F)(F)F)nn(C)c2SCc2ccc(Cl)cc2)cc1C	-8%	?	-33%[inhibitor]	-15%	-4%	-7%	11%	-3%
O=c1[nH]c2ccccc2n1Cc1ccc(Cl)cc1	5%	-13%	-1%	-10%	4%	3%	7%	2%
COc1ccc(Cl)cc1N(CC(=O)Nc1ccc2c(c1)OCCO2)S(C)(=O)=O	-3%	-7%	-7%	-9%	2%	-1%	-3%	-1%
COC(=O)c1sc(=S)n(-c2ccccc2)c1N	4%	-6%	-6%[0.074 µM]	-17%	5%	-1%	7%	-13%
COc1ccc(S(=O)(=O)N(n2c(C)nnc2-n2nc(C)cc2C)S(=O)(=O)c2ccc(OC)cc2)cc1	3%	6%	7%[10 µM]	2%	-6%	9%	-4%	1%
c1ccc(CCC2CCCCN2Cc2cn[nH]c2-c2cc3ccccc3o2)nc1 (configuration not stated)	0%	-1%	-9%	-13%	-2%	-1%	4%	3%
CC(=O)Nc1ccc(S(=O)(=O)N2CCN(C(=O)CCC3CCCC3)CC2)cc1	-6%	-11%	-1%[10 µM]	-7%	-6%	-8%	3%	-13%
Cc1ccc(-c2csc(C3=C(O)CN(NC(=O)c4ccc([N+](=O)[O-])cc4)C3=N)n2)cc1	-20%	?	-23%	0%	5%	1%	11%	8%
CN1C(=O)/C(=N/OC(=O)c2ccccc2Br)c2ccccc21	2%	-5%	17%	?	-8%	3%	0%	8%
N#C/C(C(=O)N1CCOCC1)=C1/SC(Cc2ccccc2Cl)C(=O)N1c1ccccc1 (configuration not stated)	-4%	-3%	nt	6%	3%	-8%	1%	-3%
O=C(CCSc1nnnn1-c1ccccc1)N1CCOCC1	4%	-4%	-8%	-9%	6%	1%	4%	-4%
COc1ccc2c(c1)CCc1c(C(=O)NCc3ccc(F)cc3)noc1-2	0%	2%	-12%[10 µM]	0%	-5%	-15%	1%	-5%

Single records, as listed above. Order of screens: GAA glycogen mod	Tau fluor counter	HTT ATP protect	Tau fibril ThT	aGlu spleen mod	Tau FP inhib	GLA spleen mod	GAA inh
Entry for COc1ccc(S(=O)(=O)N(n2c(C)nnc2-n2nc(C)cc2C)S(=O)(=O)c2ccc(OC)cc2)cc1 = 3%	6%	7%[10 µM]	2%	-6%	9%	-4%	1%
Entry for O=C(c1ccc(S(=O)(=O)N2CCOCC2)cc1)N(Cc1ccco1)Cc1cccs1 = 2%	-11%	-9%	-10%	-2%	-1%	4%	?

Exported with two lines to a compound: part of the list above
Each structure is followed by: GAA glycogen mod	Tau fluor counter	HTT ATP protect	Tau fibril ThT	aGlu spleen mod	Tau FP inhib	GLA spleen mod	GAA inh
- O=c1[nH]c2ccccc2n1Cc1ccc(Cl)cc1
 : 5%	-13%	-1%	-10%	4%	3%	7%	2%
- COc1ccc(Cl)cc1N(CC(=O)Nc1ccc2c(c1)OCCO2)S(C)(=O)=O
 : -3%	-7%	-7%	-9%	2%	-1%	-3%	-1%
- COC(=O)c1sc(=S)n(-c2ccccc2)c1N
 : 4%	-6%	-6%[0.074 µM]	-17%	5%	-1%	7%	-13%
- COc1ccc(S(=O)(=O)N(n2c(C)nnc2-n2nc(C)cc2C)S(=O)(=O)c2ccc(OC)cc2)cc1
 : 3%	6%	7%[10 µM]	2%	-6%	9%	-4%	1%
- c1ccc(CCC2CCCCN2Cc2cn[nH]c2-c2cc3ccccc3o2)nc1 (configuration not stated)
 : 0%	-1%	-9%	-13%	-2%	-1%	4%	3%
- CC(=O)Nc1ccc(S(=O)(=O)N2CCN(C(=O)CCC3CCCC3)CC2)cc1
 : -6%	-11%	-1%[10 µM]	-7%	-6%	-8%	3%	-13%
- Cc1ccc(-c2csc(C3=C(O)CN(NC(=O)c4ccc([N+](=O)[O-])cc4)C3=N)n2)cc1
 : -20%	?	-23%	0%	5%	1%	11%	8%
- CN1C(=O)/C(=N/OC(=O)c2ccccc2Br)c2ccccc21
 : 2%	-5%	17%	?	-8%	3%	0%	8%
- N#C/C(C(=O)N1CCOCC1)=C1/SC(Cc2ccccc2Cl)C(=O)N1c1ccccc1 (configuration not stated)
 : -4%	-3%	nt	6%	3%	-8%	1%	-3%
- O=C(CCSc1nnnn1-c1ccccc1)N1CCOCC1
 : 4%	-4%	-8%	-9%	6%	1%	4%	-4%

Next part:
SMILES	GAA glycogen mod	Tau fluor counter	HTT ATP protect	Tau fibril ThT	aGlu spleen mod	Tau FP inhib	GLA spleen mod	GAA inh
CC(Sc1cn(CCNC(=O)c2ccccc2F)c2ccccc12)c1ccccc1 (configuration not stated)	-3%[76.3 µM]	?	nt	?	nt	?	nt	nt
COc1ccc(Cc2noc(-c3ccccc3)n2)cc1OC	-6%	-8%	1%[10 µM]	-4%	-9%	1%	3%	-9%
COC(=O)N/N=C/c1cccc(OC(=O)c2ccc3c(c2)OCO3)c1	3%	-15%	12%[10 µM]	?	2%	1%	-15%	-1%[15.4 µM]
CCN(CC)c1nc(Oc2ccc(C(=O)OC)cc2)nc(N2CCOCC2)n1	11%	-9%	-31%[inhibitor][1.9 µM]	?	-4%	-8%	-6%	0%
O=C(c1ccccc1)N1CC(COc2ccccc2)OC(c2ccco2)O1 (configuration not stated)	-7%	-3%	-5%	-6%	-6%	3%	-8%	-2%
Cc1nn(Cc2ccccc2)c(=O)c2nn(-c3ccc(Cl)cc3)c(C)c12	2%	-8%	nt	-11%	4%	-9%	3%	1%
Cc1ccc2c(c1)N(C(C)C(=O)NCc1ccccn1)C(=O)CO2 (configuration not stated)	-3%	-3%	0%[10 µM]	-5%	7%	-5%	4%	nt
COc1cc2c(=O)n(Cc3ccccc3)c(=O)n(CC(=O)NCc3ccco3)c2cc1OC	2%	-2%	1%[10 µM]	-13%	6%	?	4%	-4%
CCOc1ccc(C2CC(c3ccc(OC)cc3)n3ncnc3N2)cc1 (configuration not stated)	0%	-6%	3%	-5%	-2%	1%	-1%	-6%
Cc1cc(C)cc(C(=O)n2cnnc2N)c1	5%	-8%	-10%[0.074 µM]	?	0%	-1%	-7%	?
Cc1cc(C)n2nnnc2n1	2%	-3%	-10%[10 µM]	-1%	-9%	3%	-5%	nt
NS(=O)(=O)c1ccc(CCNC(=O)c2ccc(S(=O)(=O)N3CCCCC3)cc2)cc1	-8%	-13%	14%	-11%	-4%	3%	-2%	-4%
COc1cc(CNCCSc2nnnn2C)ccc1OCc1ccc(Cl)cc1Cl	5%[76.3 µM]	-18%	nt	?	nt	2%	nt	nt
Cc1cc(C)cc(NC(=S)NCc2cccn2C)c1	-14%	-8%	-16%	-14%	-3%	?	12%	?
